Screening data deposited in PubChem BioAssay by several laboratories.
CAL-PDZ inh HTS: CAL PDZ (human) peptide binding inhibition | Q9HD26 | purified CAL PDZ, TMR-peptide fluorescence polarization, 1 h | inhibition, % at 24.9 µM | hit rate 0.92% among 300,000;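 active = mean inhibition of at least 30% with at least half of replicates also reaching 30%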;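 note: 0% = DMSO neutral control and 100% = excess unlabeled competitor peptide PRC23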
V-ATPase pH: alters yeast V-ATPase proton transport; hit rate 0.37% among 350,000; S. cerevisiae, pHLuorin cytosolic pH fluorescence; AID 504577; response, % at 10 µM; in the data active = response mostly above about 7.3%, no sharp cut-off; inactive = mostly below about 5.4%; note: actives read high; inactives centre near 0; some compounds called inactive have numbers as strong as hits; reference of the scale not given here
Keap1-Nrf2 PPI: inhibitors of human Keap1-Nrf2 protein-protein interaction | Q14145 | Keap1 Kelch-Nrf2 peptide fluorescence polarization, 1536-well | inhibition, % at 9.4 µM | hit rate 0.15% among 340,000 | AID 504523; in the data active = inhibition above about 12%;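 note: human Keap1 Kelch domain with fluorescein labeled Nrf2 9mer peptide probe; 0% = neutral control wells and 100% = peptide positive control; higher means more block of Keap1 binding to Nrf2 peptide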
Target sequence (Q14145 whole entry, looked up, the tested form may be a part): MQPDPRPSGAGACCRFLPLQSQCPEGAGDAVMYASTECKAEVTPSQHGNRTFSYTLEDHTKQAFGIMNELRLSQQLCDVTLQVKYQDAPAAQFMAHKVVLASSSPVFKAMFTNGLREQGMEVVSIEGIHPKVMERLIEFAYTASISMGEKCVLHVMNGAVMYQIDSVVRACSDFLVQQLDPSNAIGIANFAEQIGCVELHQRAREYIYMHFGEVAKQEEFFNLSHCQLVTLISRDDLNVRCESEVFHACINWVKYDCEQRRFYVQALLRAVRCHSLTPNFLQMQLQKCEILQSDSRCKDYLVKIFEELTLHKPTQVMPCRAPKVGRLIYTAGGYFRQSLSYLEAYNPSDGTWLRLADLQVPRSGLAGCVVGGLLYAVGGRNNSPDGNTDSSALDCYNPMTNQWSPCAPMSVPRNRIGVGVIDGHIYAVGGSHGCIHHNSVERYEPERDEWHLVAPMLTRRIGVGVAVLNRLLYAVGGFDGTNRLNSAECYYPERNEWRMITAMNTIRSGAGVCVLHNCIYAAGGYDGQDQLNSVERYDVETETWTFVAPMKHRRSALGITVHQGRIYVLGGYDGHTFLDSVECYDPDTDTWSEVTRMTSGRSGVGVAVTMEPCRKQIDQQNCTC
Cardiac RTF inh: cardiac RTF calcium desensitization | IANBD-labeled cardiac RTF, Ca2+ fluorescence | inhibition, % at 7.15 µM | hit rate 0.12% among 340,000 | AID 493244;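 active = inhibition above the mean inhibition of all tested compounds plus 3 SD, cut at about 17% in these data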;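 note: assay run at fixed EC70 calcium of 1.6 mM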
C-LANA FP: blocks KSHV LANA C-terminal domain binding to DNA; MBP-C-LANA/FAM-LBS DNA binding, fluorescence polarization; inhibition, % at 9 µM; hit rate 0.078% among 340,000; AID 504423;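 active = highest replicate inhibition at or above 60% at 9 µM, even if other replicates fall short; inactive = all replicates below 60% inhibition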;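 note: 0% = neutral control wells and 100% = 4 µM acridine orange control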
HTR5A inv ctr: HTR5A inverse agonism, opioid heterodimer counter-screen | P47898 | HTR5A cell line, luminescence | inhibition, % at 9.3 µM | hit rate 0.083% among 340,000; in the data active = inhibition mostly above about 23%, no sharp cut-off; inactive = mostly below about 18%;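 note: 0% = cells with DMSO and 100% = no-cell wells with DMSO; some compounds called inactive have numbers as strong as hits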
Target sequence (P47898 whole entry, looked up): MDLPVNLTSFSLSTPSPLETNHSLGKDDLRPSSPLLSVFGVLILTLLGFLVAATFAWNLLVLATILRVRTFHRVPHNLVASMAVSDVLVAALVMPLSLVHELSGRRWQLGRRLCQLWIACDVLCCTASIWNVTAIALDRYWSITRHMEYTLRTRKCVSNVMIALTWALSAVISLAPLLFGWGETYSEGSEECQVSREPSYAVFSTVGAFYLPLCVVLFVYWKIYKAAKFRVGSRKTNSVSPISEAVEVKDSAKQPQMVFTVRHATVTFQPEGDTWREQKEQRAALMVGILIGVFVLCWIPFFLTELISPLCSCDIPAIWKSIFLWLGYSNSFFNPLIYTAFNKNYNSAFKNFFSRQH
cardiac RTF act: cardiac RTF calcium sensitization. P19429+P45379. IANBD-labeled TnC RTF fluorescence at EC20 calcium; 0% EC20 calcium, 100% full calcium. activation, % at 7.2 µM. hit rate 0.24% among 340,000. AID 493008;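 active = activation above the mean over all tested compounds plus 3 SD, cut at about 30% in these data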;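 note: rise in fluorescence read as greater calcium sensitivity of cardiac thin filaments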
HTR5A ag: activates human HTR5A in OPRM1-OPRD1 agonist counter-screen. activation, % at 9.3 µM. AID 504692. HTR5A agonist assay, luminescence, cell-based. hit rate 0.61% among 340,000. P47898; in the data active = activation mostly above about 9.5%, no sharp cut-off; inactive = mostly below about 7.6%;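 note: 0% = cells with vehicle only and 100% = reference agonist; strong numbers were not always called active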
OPRM1-OPRD1 ag: agonists of human mu-delta opioid receptor heterodimerization; cells, OPRM1-OPRD1 heterodimerization, luminescence; activation, % at 9.3 µM; hit rate 0.3% among 340,000; in the data active = activation above about 18%;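 note: 0% = vehicle-treated cells and 100% = reference agonist; values of inactives mirror those of a sister screen read the other way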
OPRM1-OPRD1 inv: inverse agonist of human OPRM1-OPRD1 heterodimerization | P35372+P41143 | cell-based MOR-DOR heterodimer luminescence, inverse agonism | inhibition, % at 9.3 µM | hit rate 0.21% among 340,000 | AID 504357; in the data active = inhibition above about 22%, passing the limit was not always enough;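 note: 0% = cells with DMSO and 100% = wells without cells with DMSO; values of inactives mirror those of a sister screen read the other way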
An asterisk follows results filed as active; . = no result given. Compounds were not picked by outcome; 2.8% or so of the library scored in one or more.

Structure	CAL-PDZ inh HTS	V-ATPase pH	Keap1-Nrf2 PPI	Cardiac RTF inh	C-LANA FP	HTR5A inv ctr	cardiac RTF act	HTR5A ag	OPRM1-OPRD1 ag	OPRM1-OPRD1 inv
COc1ccc(CNC(=O)CCSCc2ccc(C)cc2)cc1	0	4	-2	13	0.1	-4	-2	2	-1.5	8
COc1cc(NC(=O)CSC(=S)N2CCCC2)c(OC)cc1Cl	-1	5	-5	-12	1.2	-11	-7	3	1.7	-11
CCc1ccc(NC(=O)C2CCCN2S(=O)(=O)c2ccc3c(c2)n(C)c(=O)c(=O)n3C)cc1 (stereo unspecified)	-6	-3	-4	-1	-4.6	-6	-1	2	-0.5	3
CC1CCN(C(=O)c2[nH]cnc2C(=O)N[C@@H](Cc2ccccc2)C(=O)OC(C)(C)C)CC1	-1	-6	1	0	1.5	-42	-8	15	-1.5	9
CC1(C)C(=O)Nc2ccccc2N1C(=O)CSc1nnc2ccccn12	1	-3	0	-7	-1.0	-9	9	3	-1.2	8
CC[C@]12c3[nH]c4ccccc4c3CCN1C(=O)C(CC(=O)NCCCOC)C[C@@H]2C(=O)N1CCN(C(=O)c2ccco2)CC1 (stereo partly specified)	0	0	-5	2	-0.5	-8	-3	2	-3.6	17
COc1cc(OC)c(C2=NOC(C(=O)Nc3c(C)n(C)n(-c4ccccc4)c3=O)C2)cc1Cl (stereo unspecified)	0	1	1	12	0.9	1	2	-1	-1.1	5
Cc1cc(C)c2nc(-c3cccc(Cl)c3)c(C)c(C(=O)N3CCOCC3)c2c1	-5	0	-1	-5	-0.3	3	-5	-3	2.5	-13
Cc1ccc(C(=O)CCC(=O)Nc2cccc(C(F)(F)F)c2)cc1	-3	0	-6	-4	2.9	-4	-8	1	3.0	-16
CCCn1c(C(O)c2cc(OC)c(OC)c(OC)c2)nc2ccccc21 (stereo unspecified)	.	0	-1	-6	0.3	2	-1	-2	-2.5	13
CC1(C)C(=O)Nc2ccccc2N1C(=O)COC(=O)CSc1ccc(F)cc1	7	1	-1	-1	-2.3	13	2	-5	0.6	-2
Cn1ccsc1=NC(=O)c1ccc(=O)[nH]c1	-1	-1	-6	1	-0.3	3	-3	1	-1.8	12
Cc1ccc(S(=O)(=O)C(C#N)c2nc3ccccc3nc2OC(C)C)cc1 (stereo unspecified)	-4	-1	0	-13	-0.1	-6	3	2	1.9	-12
CC1(c2nnc(Cc3ccccc3)o2)CC(c2ccccc2[N+](=O)[O-])=NO1 (stereo unspecified)	-1	-12	7	0	-2.8	-13	3	-5	0.6	-3
O=C(COc1ccc([N+](=O)[O-])cc1)N(C1CCCCC1)C1CCS(=O)(=O)C1 (stereo unspecified)	-2	3	-2	0	2.7	-15	-2	0	1.2	-8
O=C(c1scc2c1CCCC2)N1CCOCC1	0	-2	5	-1	-1.1	2	4	1	-1.3	7
COc1ccc(C(C(=O)NC(C)(C)C)N(C(=O)CCC(=O)Nc2cc(C)on2)c2cccc(C)c2C)cc1 (stereo unspecified)	2	3	-4	-24	0.3	-9	-2	6	1.0	-8
O=[N+]([O-])c1ccc(N2CCN(CCO)CC2)cc1NCc1ccco1	0	-6	0	3	1.0	7	3	4	-1.6	8
O=C(Oc1ccc(-c2cnc3ccccc3n2)cc1)c1ccco1	.	-2	-6	-4	-0.7	-26	5	0	3.7	-17
Cc1nc(SCC(=O)Nc2ccccc2Cl)oc1C	-3	2	-2	3	1.1	-2	2	-1	-2.4	13
O=Cc1c(N2CCN(CCO)CC2)nc2ccccn2c1=O	0	-1	1	-6	8.2	34	4	2	-2.7	14
CC(C)NC(=O)c1ccc(N(Cc2ccccc2)S(C)(=O)=O)cc1	-4	-2	-5	-4	-0.3	2	-1	6	-0.8	4
O=[N+]([O-])c1nn(-c2ccc(Cl)cc2)n(O)c1=NCc1ccccc1Cl	-3	-1	-7	-7	0.1	-1	-4	0	1.8	-10
O=S(=O)(c1ccc(F)cc1)N1CCC(N2CCCCCC2)CC1	.	-4	-4	-3	-0.5	-15	5	5	-2.4	11
N#CCc1nc2c3c4c(sc3ncn2n1)CCCC4	-2	-1	-1	-2	-1.0	16	6	1	-1.7	10
COc1ccc(NC(=O)C(c2ccccc2)N(C)C(=O)CNC(C)=O)cc1 (stereo unspecified)	-3	-7	1	-8	0.0	-11	-1	15	-1.0	5
Cc1ccc(C2CC(c3ccc(C)cc3)n3nc(N)nc3N2)cc1 (stereo unspecified)	.	-1	-1	-6	0.6	-5	9	2	-2.7	14
COc1ccccc1N1CN(Cc2ccccc2)CNC1=S	-9	6	-3	-2	1.0	6	6	6	-2.4	13
COc1ccc(OC)c(NC(=O)c2ccccc2OC(C)=O)c1	-7	4	-6	6	-0.6	9	6	-6	-4.0	21
CC(C)N(C)C1CCN(C(=O)Nc2ccc(Cl)cc2)CC1	-5	-2	-5	-7	1.9	-22	4	5	2.0	-10
CCC(=O)OCc1cc(=O)oc2ccc3ccccc3c12	-5	0	-3	-11	-2.6	2	-4	-1	-1.0	5
COc1ccc(C2CC(=O)Oc3c(C(CCN4CCCCC4)c4ccc(N(C)C)cc4)c(OC)cc(OC)c32)cc1 (stereo unspecified)	-2	2	-3	-6	-0.4	-5	-4	2	-1.4	8
Cc1ccc(NC(=O)CN(C)C(=O)CSc2nc(C)cc(C)n2)cc1	-4	5	2	-3	-0.5	0	0	0	-2.1	11
CCOc1ccc(NC(=O)COc2ccc(S(=O)(=O)N3CCCC3)cc2)cc1	-11	3	3	-1	-1.2	0	-4	0	-2.2	12
CCc1ccc2oc(C(=O)N3CCN(C)CC3)cc(=O)c2c1	3	-3	-3	-6	1.3	0	6	0	-2.4	11
COc1ccccc1-c1cc(C(=O)N2CCCc3ccccc32)no1	-3	6	-4	-1	0.0	10	1	8	4.1	-22
CCn1c(SCc2nc3ccccc3c(=O)[nH]2)nnc1-c1cccnc1	.	1	2	-10	1.4	9	0	3	-1.1	6
Cc1ccc(C)c2[nH]c(=O)c(CN(Cc3ccco3)S(=O)(=O)c3ccc4c(c3)OCCO4)cc12	.	.	1	-11	-0.1	4	12	4	-0.4	2
CCC(Oc1ccccc1)C(=O)N1CCN(S(=O)(=O)c2ccccc2)CC1 (stereo unspecified)	.	4	-6	-4	-0.6	-7	-4	2	-1.6	8
O=C1CCCN1c1ccc(Br)cc1	1	1	-4	1	-3.9	-13	-4	5	-2.5	14

Further entries
Compound	CAL-PDZ inh HTS	V-ATPase pH	Keap1-Nrf2 PPI	Cardiac RTF inh	C-LANA FP	HTR5A inv ctr	cardiac RTF act	HTR5A ag	OPRM1-OPRD1 ag	OPRM1-OPRD1 inv
C#CCOCCOCCOCCNc1nc(N2CCN(C(=O)CCCCCCCCCCNC(=O)[C@@H](CCSC)n3cc(CCO)nn3)CC2)nc(N2CCN(C(=O)CCCCCCCCCCNC(=O)[C@H]([C@@H](C)CC)n3cc(CCCCN=C(N)N)nn3)CC2)n1	-7	0	-11	-2	0.5	-1	6	-2	5.3	-28
CC(C)(C)c1ccc(C(=O)N2CCN(C(=O)C3CCCCC3)CC2)cc1	3	4	-3	-1	0.2	4	-1	-1	-3.1	16
O=C(OCC(=O)N1CCN(C(=O)c2ccco2)CC1)c1ccccc1NCCO	.	1	0	-6	0.6	0	-5	-4	-1.3	9
CCCC1S/C(=N/N=C/c2ccc(OC)cc2)N(Cc2ccc(OC)cc2)C1=O (stereo unspecified)	-1	0	5	-9	0.5	-5	1	-3	-0.5	2
COc1cc(/C=C(\C#N)c2nnc(N3CCOCC3)n2-c2ccccc2)ccc1O	1	-8	-4	2	-2.1	-16	-2	4	0.2	-1
CCc1ccccc1C1C(=O)c2ccccc2C1=O	2	4	-5	-9	0.3	5	14	-4	-3.5	18
CC(=O)N(C)c1ccc(NC(=S)Nc2cccc3ccccc23)cc1	3	-1	-8	-1	1.0	-24	13	14*	7.0	-36
O=C(CCCSc1nc(-c2ccco2)cc(C(F)(F)F)n1)NCc1cccs1	-2	4	-1	-6	-0.8	-37	5	15	1.2	-5
COc1cccc(C(=O)N2CCN(c3ccc(N4CCOCC4)nn3)CC2)c1	.	0	1	-22	0.1	-4	-14	1	0.1	-1
COc1ccc(Cc2nnc(SCC(=O)N(C)c3ccccc3)o2)cc1	-1	-2	3	1	-0.7	0	-2	0	-0.3	1
Cc1cc(C)nc(NC2=NCC(=O)N2CCc2c[nH]c3ccccc23)n1	1	0	1	-8	0.8	-23	1	1	0.7	-4
CCC(CC)NC(=O)Cn1c(C(C)NC(C)=O)nc2ccccc21 (stereo unspecified)	-2	6	4	-12	-3.1	.	2	.	.	.
N#Cc1cc2sc3nnc(-c4ccncc4)n3c2cc1C#N	-2	2	-4	-3	-0.6	-4	-2	-4	-1.8	10
O=C(O)c1ccccc1Sc1ncnc2sc3c(c12)CCC3	65*	0	-3	-4	-7.2	-13	-4	5	-1.0	5
Cc1cccc(C)c1NC(=O)CN1CCCC1	.	-1	-3	-29	-0.9	14	0	-5	0.7	-5
Cn1c(SCc2c(F)cccc2Cl)nc2c(c1=O)SCC2	-1	3	2	1	0.0	4	0	3	1.6	-7
CC(=O)c1cccc(CN2CCC(CO)(Cc3ccccc3)CC2)c1	6	1	2	2	0.3	4	-4	5	0.8	-6

Single records (already shown).
O=C(O)c1ccccc1Sc1ncnc2sc3c(c12)CCC3 is listed as CAL-PDZ inh HTS = 65*; V-ATPase pH = 0; Keap1-Nrf2 PPI = -3; Cardiac RTF inh = -4; C-LANA FP = -7.2; HTR5A inv ctr = -13; cardiac RTF act = -4; HTR5A ag = 5; OPRM1-OPRD1 ag = -1.0; OPRM1-OPRD1 inv = 5
N#Cc1cc2sc3nnc(-c4ccncc4)n3c2cc1C#N is listed as CAL-PDZ inh HTS = -2; V-ATPase pH = 2; Keap1-Nrf2 PPI = -4; Cardiac RTF inh = -3; C-LANA FP = -0.6; HTR5A inv ctr = -4; cardiac RTF act = -2; HTR5A ag = -4; OPRM1-OPRD1 ag = -1.8; OPRM1-OPRD1 inv = 10
